# Compound activity deposited in PubChem by several laboratories.
# Mtb BioA inh – M. tuberculosis BioA enzyme inhibitors, primary screen, biochemical, plate reader, single point, HTS. hit rate 0.096% among 360,000. inhibition, % at 9.99 µM. 7,8-diaminopelargonic acid synthase BioA (Mycobacterium tuberculosis). purified M. tuberculosis BioA enzyme; in the data active = inhibition above about 40%
# GDH-TPI counter – GDH-TPI coupling enzyme inhibitors, primary screen, artefact control for M. tuberculosis FBA inhibitor project, biochemical, absorbance, full deck; GDH-TPI coupled enzyme counterscreen, NADH absorbance; inhibition, % at 4.8 µM; hit rate 1.2% among 360,000; AID 588335, 2011; in the data active = inhibition above about 30%;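 note: 0% = DMSO wells and 100% = wells lacking the enzyme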
# PfHsp40 yeast – rescue of yeast from PfHsp40 toxicity, primary screen, S. cerevisiae, ATP luminescence | S. cerevisiae expressing PfHsp40, growth rescue | growth rescue, % at 12.5 µM | hit rate 0.68% among 340,000; in the data active = growth rescue above about 28%, passing the limit was not always enough;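 note: yeast W303a lacking pdr1 and pdr3 grown in galactose medium; growth measured after three days at 30 °C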
# Vc quorum ag – inducers of Vibrio cholerae quorum light production without autoinducers, primary screen, BH1578 luxS cqsA deficient, single point | V. cholerae BH1578 lux reporter, luminescence, 6 h | activation, % at 18.7 µM | hit rate 0.16% among 350,000; in the data active = activation mostly above about 9.7%, no sharp cut-off; note: not every result past the cut was called active; inactives centre near 0; reference of the scale not given here
# Mtb FBA inh – Mtb FBA enzyme inhibitors, primary screen, biochemical, fluorescence, strain H37Rv. inhibition, % at 1 µM. AID 588726, 2011. purified M. tuberculosis FBA, fluorescence read-out. hit rate 2.3% among 360,000. Fructose-bisphosphate aldolase (Mycobacterium tuberculosis (strain ATCC 25618 / H37Rv)), …; in the data active = inhibition above about 27%;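 note: 0% = vehicle and 100% = reference inhibitor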
# TcdB inh – TcdB glycohydrolase inhibitors, primary screen, biochemical, single point, plate reader; hit rate 0.24% among 350,000; AID 652162, 2013; inhibition, % at 9.99 µM; TcdB glycohydrolase enzymatic assay; in the data active = inhibition above about 10%
# Target sequence (P18177 whole entry, looked up): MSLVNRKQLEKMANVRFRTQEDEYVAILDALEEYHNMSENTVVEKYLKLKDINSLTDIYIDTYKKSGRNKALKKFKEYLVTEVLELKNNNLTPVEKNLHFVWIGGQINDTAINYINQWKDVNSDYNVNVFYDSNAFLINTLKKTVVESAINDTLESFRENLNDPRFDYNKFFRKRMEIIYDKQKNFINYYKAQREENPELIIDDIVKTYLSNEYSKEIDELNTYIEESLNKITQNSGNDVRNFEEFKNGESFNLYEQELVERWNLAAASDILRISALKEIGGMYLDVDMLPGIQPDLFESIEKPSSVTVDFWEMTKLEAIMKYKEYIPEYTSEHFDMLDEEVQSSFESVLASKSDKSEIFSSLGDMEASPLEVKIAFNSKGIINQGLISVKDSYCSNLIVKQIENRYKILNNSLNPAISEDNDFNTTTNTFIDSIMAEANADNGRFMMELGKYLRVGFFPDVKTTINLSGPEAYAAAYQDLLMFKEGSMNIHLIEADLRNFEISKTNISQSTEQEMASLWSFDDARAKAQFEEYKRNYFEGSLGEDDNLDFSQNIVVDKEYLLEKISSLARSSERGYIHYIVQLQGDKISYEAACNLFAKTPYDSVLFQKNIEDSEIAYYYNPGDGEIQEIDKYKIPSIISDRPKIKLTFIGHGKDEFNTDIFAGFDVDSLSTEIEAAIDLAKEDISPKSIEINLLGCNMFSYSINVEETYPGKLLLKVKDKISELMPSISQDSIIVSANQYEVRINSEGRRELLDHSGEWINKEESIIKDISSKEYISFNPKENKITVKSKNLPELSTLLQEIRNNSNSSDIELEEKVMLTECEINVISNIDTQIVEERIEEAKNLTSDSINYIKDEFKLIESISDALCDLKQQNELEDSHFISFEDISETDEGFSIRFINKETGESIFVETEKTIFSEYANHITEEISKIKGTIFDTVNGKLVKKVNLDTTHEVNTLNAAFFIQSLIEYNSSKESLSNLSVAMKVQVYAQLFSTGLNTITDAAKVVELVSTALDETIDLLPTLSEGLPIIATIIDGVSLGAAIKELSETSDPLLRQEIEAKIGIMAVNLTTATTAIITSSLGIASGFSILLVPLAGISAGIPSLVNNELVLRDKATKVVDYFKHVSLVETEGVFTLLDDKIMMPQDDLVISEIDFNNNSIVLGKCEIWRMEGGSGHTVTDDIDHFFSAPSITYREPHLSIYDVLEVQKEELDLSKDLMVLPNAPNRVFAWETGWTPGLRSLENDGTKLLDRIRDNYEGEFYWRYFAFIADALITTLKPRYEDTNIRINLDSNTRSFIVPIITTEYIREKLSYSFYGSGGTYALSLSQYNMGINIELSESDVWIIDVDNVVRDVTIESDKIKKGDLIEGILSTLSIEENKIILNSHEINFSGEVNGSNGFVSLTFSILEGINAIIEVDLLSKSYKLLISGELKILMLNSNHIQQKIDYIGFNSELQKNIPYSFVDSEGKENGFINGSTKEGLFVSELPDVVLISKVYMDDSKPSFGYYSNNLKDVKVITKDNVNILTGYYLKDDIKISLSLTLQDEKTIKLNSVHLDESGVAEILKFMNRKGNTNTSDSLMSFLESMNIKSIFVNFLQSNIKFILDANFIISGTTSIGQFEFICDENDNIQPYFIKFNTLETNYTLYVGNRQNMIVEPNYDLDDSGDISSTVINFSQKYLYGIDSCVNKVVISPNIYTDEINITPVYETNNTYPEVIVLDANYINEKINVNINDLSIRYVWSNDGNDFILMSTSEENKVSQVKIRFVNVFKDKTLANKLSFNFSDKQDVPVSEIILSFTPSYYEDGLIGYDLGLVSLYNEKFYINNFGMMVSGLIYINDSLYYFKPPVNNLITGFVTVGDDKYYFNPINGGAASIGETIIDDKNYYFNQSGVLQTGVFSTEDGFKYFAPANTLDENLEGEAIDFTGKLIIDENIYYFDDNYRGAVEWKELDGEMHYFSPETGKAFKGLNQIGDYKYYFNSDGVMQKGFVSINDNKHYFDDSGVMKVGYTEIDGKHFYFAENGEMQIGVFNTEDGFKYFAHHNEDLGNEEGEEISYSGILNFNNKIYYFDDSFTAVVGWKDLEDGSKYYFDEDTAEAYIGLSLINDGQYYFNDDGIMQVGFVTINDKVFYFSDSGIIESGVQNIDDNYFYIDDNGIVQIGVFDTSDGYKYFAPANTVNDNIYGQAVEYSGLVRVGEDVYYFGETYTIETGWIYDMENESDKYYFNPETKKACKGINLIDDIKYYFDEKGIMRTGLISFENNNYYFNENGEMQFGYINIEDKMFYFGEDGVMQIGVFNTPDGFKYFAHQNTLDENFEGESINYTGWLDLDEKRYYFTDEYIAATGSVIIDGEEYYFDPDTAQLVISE
# Y pestis TopoI – Yersinia pestis topoisomerase I inhibitors, primary screen, biochemical, cleavage product accumulation, plate reader, single point; DNA topoisomerase I (Yersinia pestis CO92); Y. pestis Topo-I cleavage product accumulation; activity, % at 10 µM; hit rate 0.064% among 360,000; in the data active = activity above about 50%, passing the limit was not always enough; note: inactives centre near 2
# FadD28 binding – inhibitors of FadD28 bisubstrate probe binding, primary screen, biochemical, fluorescence polarization, single point; Mycobacterium tuberculosis FadD28 fatty-acid-AMP ligase; inhibition, % at 12.5 µM; hit rate 0.22% among 360,000; AID 588549, 2011; in the data active = inhibition above about 8.5%, passing the limit was not always enough
# Mtb UGM inh – M. tuberculosis UGM enzyme inhibitors, primary screen, biochemical, fluorescence polarization, single point. UDP-galactopyranose mutase (Mycobacterium tuberculosis (strain ATCC 25618 / H37Rv)), …. purified UGM, fluorescence polarization probe displacement. inhibition, % at 10 µM. hit rate 0.06% among 320,000; in the data active = inhibition above about 10%, passing the limit was not always enough
# * hit, by the source's call; i = inactive; / = no result given. Compounds as they come; any-hit rate near 4.6%.
SMILES,Mtb BioA inh,GDH-TPI counter,PfHsp40 yeast,Vc quorum ag,Mtb FBA inh,TcdB inh,Y pestis TopoI,FadD28 binding,Mtb UGM inh
COc1ccc(Cl)cc1Nc1nc(C)cc(C)c1C(N)=O,3.3,7.6,-1.1,i,-0.2,/,6.1,-1.5,-0.6
CCOC(=O)CCCCCC(=O)Nc1ccc2c(c1)CC(=O)N([C@@H](C)CO)C[C@@H](C)[C@@H](CN(C)C(=O)Nc1ccc(C(F)(F)F)cc1)O2,-1.5,-2.0,-0.6,-1.4,0.2,0.7,3.9,-27.6,2.4
CC(NC(=O)CN1C(=O)NC2(CCCCC2C)C1=O)c1ccccc1 (centres undefined),-0.1,6.2,-1.1,i,-1.5,1.1,0.7,-0.7,4.9
NC1CCN(c2c(F)cc3c(=O)c(C(=O)O)cn(C4CC4)c3c2Cl)C1 (centres undefined),1.0,33.8*,1.5,-7.9,2.8,0.9,-13.3,-0.1,1.7
Cc1ccc(S(=O)(=O)c2cc3ccccc3nc2N)cc1,-1.4,0.6,5.2,0.6,36.4*,-0.2,13.0,-3.5,0.8
O=S(=O)(Nc1cccc(S(=O)(=O)N2CCOCC2)c1)c1ccc2c(c1)OCCO2,/,-0.9,1.3,-0.1,-2.3,0.3,-11.0,-3.0,-3.3
CCc1ccc(NC(=O)[C@H](C)NC(=O)C2CCN(C(=O)[C@@H](NC(=O)OC(C)(C)C)C(C)C)CC2)cc1,-1.3,-1.9,-0.5,1.2,0.9,2.6,0.4,-0.1,2.3
CCC(C)(C)NC(=O)CN(Cc1cccs1)C(=O)C(=O)Nc1ccc2c(c1)OCCO2,-0.1,-3.5,0.3,i,-0.1,/,-3.7,-0.4,1.6
O=c1c2sccc2n(Cc2cc(=O)n3ccccc3n2)c(=O)n1-c1ccccc1,/,9.6,-0.1,-0.7,9.9,/,-3.9,-1.9,0.0
Cc1ccc(C(C(=O)NC2CCCC2)N(C(=O)Cc2cccs2)c2ccc(C)c(C)c2)o1 (centres undefined),-0.5,-3.3,0.0,-0.3,-0.9,/,-3.8,-3.3,-2.1
N#Cc1nc(-c2ccccc2F)oc1NCc1cccc2c1OCO2,1.6,13.4,5.0,-7.1,14.0,0.5,1.6,-2.0,1.3
Cc1ccc(C)c(NC(=O)NNS(=O)(=O)c2ccc(C)c(C)c2)c1,-0.7,8.4,0.6,-1.3,6.0,1.1,5.1,-0.8,2.3
CCCCc1nc2ccccc2c(=O)n1-c1ccc(O)cc1,7.0,-1.5,0.4,i,-2.2,/,8.1,-4.6,-1.4
COc1cccc(NC(=O)CCC(=O)Nc2ccc3nc(N4CCOCC4)cc(C)c3c2)c1,-0.1,-5.4,-0.7,-0.3,66.0*,-5.9,3.8,0.8,0.0
N#Cc1cc2c(nc1SCC(=O)NCc1ccc3c(c1)OCO3)CCCCC2,-0.8,-1.5,-1.0,i,-1.5,/,0.9,-4.7,-2.0
COc1ccc(CC(=O)NCC2(N3CCCCC3)CCCCC2)cc1,/,-1.3,-1.1,i,-2.1,0.0,2.5,-2.6,0.2
COc1ccccc1C(=O)NNC(=O)c1cccc(C)c1,5.5,-5.4,1.4,-0.8,-1.2,0.4,-6.3,-1.1,0.6
N#Cc1ccc(C(=O)NC2=NCCS2)cc1,-0.9,6.4,-1.3,i,0.0,1.8,7.6,-0.8,0.9
COc1ccccc1-n1c(C)nnc1SCC(=O)Nc1cccc(C(C)=O)c1,12.2,6.5,-0.3,i,-0.2,/,5.7,-0.1,-2.7
CC(C)(CNC(=O)c1ccc(-c2ccccc2Cl)o1)N1CCOCC1,-0.3,-4.3,-1.3,-2.9,0.3,1.7,18.0,-0.9,-1.1

# Reprinted at random: three entries already listed
SMILES,Mtb BioA inh,GDH-TPI counter,PfHsp40 yeast,Vc quorum ag,Mtb FBA inh,TcdB inh,Y pestis TopoI,FadD28 binding,Mtb UGM inh
CC(NC(=O)CN1C(=O)NC2(CCCCC2C)C1=O)c1ccccc1 (centres undefined),-0.1,6.2,-1.1,i,-1.5,1.1,0.7,-0.7,4.9
CCC(C)(C)NC(=O)CN(Cc1cccs1)C(=O)C(=O)Nc1ccc2c(c1)OCCO2,-0.1,-3.5,0.3,i,-0.1,/,-3.7,-0.4,1.6
N#Cc1ccc(C(=O)NC2=NCCS2)cc1,-0.9,6.4,-1.3,i,0.0,1.8,7.6,-0.8,0.9

# (list continues)
SMILES,Mtb BioA inh,GDH-TPI counter,PfHsp40 yeast,Vc quorum ag,Mtb FBA inh,TcdB inh,Y pestis TopoI,FadD28 binding,Mtb UGM inh
COCCCN1C(=O)C(=O)/C(=C(/O)c2ccc(OCC(C)C)cc2C)C1c1cccnc1 (centres undefined),-0.3,44.2*,2.1,-6.7,-0.4,-0.8,-6.4,-3.0,-0.6
COc1ccc(S(=O)(=O)NC(C)C(=O)Nc2ccccc2)cc1Cl (centres undefined),-1.8,8.7,-1.1,i,2.6,0.4,-11.9,-1.8,-1.0
COCOCCn1cc(CN2CCS(=O)(=O)N(Cc3ccc(-c4ccc(OC)cc4)cc3)C(CC(C)C)C2=O)nn1 (centres undefined),-0.2,-1.9,/,-0.4,-0.3,0.5,25.2,-5.2,/
COCc1cc(=O)[nH]c(Cc2c(Cl)cccc2Cl)n1,-0.3,9.0,-1.1,-0.6,0.6,0.4,-0.6,0.1,0.1
CN1C(=O)C2(c3ccccc31)c1c(oc3ccccc3c1=O)C(=O)N2CCO (centres undefined),-2.8,-7.7,-0.6,-0.7,0.8,0.4,1.2,-1.4,0.9
CN(CC(=O)Nc1cc(S(=O)(=O)N2CCOCC2)ccc1Cl)C1CCS(=O)(=O)C1 (centres undefined),/,-4.5,-1.5,-0.5,1.8,0.6,-0.4,1.4,-1.9
CCOCCCNC(=O)C1CCN(S(=O)(=O)c2cc(Br)cc3c2N(C(=O)CC)CC3)CC1,-1.3,0.8,5.0,-0.3,-0.5,1.3,30.6,0.1,1.2
CCCCn1nc(C(=O)NCC(c2cccs2)N2CCOCC2)c2ccccc2c1=O (centres undefined),8.8,-0.4,0.5,-0.5,2.2,2.1,13.6,-4.6,-2.6
O=C(Nc1ccccc1)OC1C2CCC1C(N1CCCCC1)CC2 (centres undefined),-0.2,10.5,-2.7,-1.2,5.6,/,-5.2,-3.1,1.8
CCc1ccc(C2NC(c3ccc(CC)cc3)C([N+](=O)[O-])C(C)(C)C2[N+](=O)[O-])cc1 (centres undefined),/,3.7,0.3,-0.7,0.1,-1.3,-1.0,-1.7,-2.5
CC(C)CN1C(=O)c2ccc(C(=O)Nc3ccc(O)cc3C(=O)O)cc2C1=O,-0.4,4.7,1.2,i,2.0,0.9,-11.4,1.8,1.6
NC(=O)c1ccsc1NC(=O)COC(=O)CCc1ccccc1,-0.3,5.3,/,-4.5,3.1,0.8,-6.7,-0.3,/
COc1cc(CCc2ccccc2)c(C(=O)O)c(O)c1C/C=C(/C)CCC=C(C)C,6.1,5.5,3.4,-0.4,3.0,-0.3,16.8,-4.6,/
O=C(CC1(O)C(=O)N(C/C=C/c2ccccc2)c2ccccc21)c1ccccn1 (centres undefined),0.2,5.4,-1.2,i,1.9,/,10.8,-1.3,3.4
COc1ccc(S(=O)(=O)N2CCCCC2c2cc(C(=O)NCc3cccnc3)no2)cc1 (centres undefined),-1.3,1.8,/,-0.4,-3.6,1.9,7.5,-1.6,/
CN(C)c1ccc(C(=O)/C=C/c2ccc(Br)cc2)cc1,-1.7,11.9,-1.2,-0.3,-6.1,0.1,2.3,-1.2,-0.9
O=C(COC(=O)c1ccccc1Br)NCc1cccs1,-0.6,2.5,0.2,3.4,-1.4,1.3,5.7,/,-3.0
COc1cc(NS(=O)(=O)c2ccc(N/C=C\C(=O)c3ccc(C)cc3)cc2)nc(OC)n1,-0.7,26.1,-0.9,0.6,29.9*,/,7.1,0.3,5.6
Cc1nnc(SCC(=O)N2CC(=O)Nc3ccccc32)n1Cc1ccccc1,-2.2,8.0,19.2,-0.4,4.2,/,6.7,0.3,0.5
CCOC(=O)c1sc2nc3c(cc2c1N)C(=O)CC(C)(C)C3,/,2.3,-0.2,-0.3,-3.9,-1.7,-3.7,-2.2,0.6
O=C(CCc1ccccc1)N1CCN(S(=O)(=O)c2cccs2)CC1,1.3,-2.4,0.0,i,-2.3,2.2,6.2,-2.1,1.8
Cc1cc(=O)oc(C)c1C(=O)n1nc(C)c2c1C[C@@H]1[C@H]2C1(C)C,1.9,-6.3,-0.6,/,1.8,/,0.4,-3.5,1.7
CCOc1ccccc1/C=N/Nc1ccccc1[N+](=O)[O-],-1.3,6.7,0.8,i,-6.5,/,-6.9,-2.6,1.4
O=C(Nc1ccc(Nc2ccccc2)cc1)c1cccc(F)c1,6.4,4.9,0.0,i,-1.3,0.4,-8.0,-2.2,-4.6
Cc1cc(C)nc(-n2nc(C)cc2NC(=O)C(C)C)n1,3.0,-6.0,0.5,-1.2,-0.5,0.6,2.1,-3.2,-0.6
COC(=O)c1cc(C)nc(Nc2nc(C(N)Cc3ccc(F)cc3)cs2)n1 (centres undefined),-0.8,4.5,/,i,-2.5,-5.4,30.1,-4.2,/
O=C(NCc1cccnc1)c1cc(Cl)ccc1[N+](=O)[O-],-0.3,1.5,-0.1,-0.9,-5.0,/,-0.9,-2.6,-2.0
O=C(O)Cc1c(C(=O)O)[nH]c2ccc(C(=O)O)cc12,-1.2,11.1,0.0,-0.4,18.2,-0.3,4.7,-0.6,-0.4
O=C(NCCc1ccccc1)c1cccc(NC(=O)C2CCC2)c1,1.9,-14.2,0.9,i,-1.8,0.8,-5.8,-5.9,/
CN(C)S(=O)(=O)c1ccc(NC(=O)CN2CCN(c3ccccn3)CC2)cc1,-1.7,-4.0,1.5,-5.6,1.9,0.3,-0.7,-2.1,1.4
COc1ccc(CNC(=O)C2CCN(C(=O)c3ccc(-c4ccccc4)cc3)CC2)cc1,-0.5,3.4,0.2,-0.1,4.1,0.5,38.2,0.8,-2.4
CCOC(=O)Cc1c(C)nc2cc(-c3ccc(Cl)cc3)[nH]n2c1=O,/,4.6,-1.5,-0.2,1.4,/,-4.4,-4.1,-2.3
Nc1ncnc2sc3c(c12)CCNC3,-1.1,1.4,11.5,0.8,2.3,1.8,8.2,/,-4.1
COc1cc2ccccc2cc1C(=O)Nc1ccc(C)cn1,-2.9,6.2,-0.1,-0.7,2.8,-3.3,29.7,-2.9,0.0
COc1ccc(NC(=O)CNC(c2ccccc2)c2ccccc2)cc1,1.3,19.8,-0.2,-0.4,4.0,0.9,21.6,-0.1,-0.1
COc1cccc(N=c2oc3ccc(OC)cc3cc2-c2nc3ccccc3[nH]2)c1,-1.7,11.9,-0.3,-3.2,5.7,/,3.0,-4.2,0.1
CC(C)N(C)c1ncnc2c1ncn2[C@H]1CN(Cc2ccco2)C[C@@H](CO)O1,0.7,10.7,/,i,4.7,1.6,-1.3,-0.3,/
COC(=O)c1sc2nc(SCc3ccccc3C#N)n(N)c(=O)c2c1C,2.8,7.3,-0.1,-0.5,1.2,-1.1,-6.5,-0.1,2.8
CC(C)(C)C(=O)COC(=O)c1cc(-c2ccncc2)nc2ccccc12,-0.8,11.9,1.0,-0.3,6.1,1.1,36.9,-5.8,0.2
